MOR-DOR inv ag = inverse agonist of human OPRM1-OPRD1 heterodimerization. cell-based MOR-DOR heterodimer luminescence, inverse agonism. inhibition, % at 9.3 µM. hit rate 0.21% among 340,000. AID 504357; in the data active = inhibition above about 22%, passing the limit was not always enough;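 also: 0% = cells with DMSO and 100% = wells without cells with DMSO; values of inactives mirror those of a sister screen read the other way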
Target sequence (P35372 whole entry, looked up): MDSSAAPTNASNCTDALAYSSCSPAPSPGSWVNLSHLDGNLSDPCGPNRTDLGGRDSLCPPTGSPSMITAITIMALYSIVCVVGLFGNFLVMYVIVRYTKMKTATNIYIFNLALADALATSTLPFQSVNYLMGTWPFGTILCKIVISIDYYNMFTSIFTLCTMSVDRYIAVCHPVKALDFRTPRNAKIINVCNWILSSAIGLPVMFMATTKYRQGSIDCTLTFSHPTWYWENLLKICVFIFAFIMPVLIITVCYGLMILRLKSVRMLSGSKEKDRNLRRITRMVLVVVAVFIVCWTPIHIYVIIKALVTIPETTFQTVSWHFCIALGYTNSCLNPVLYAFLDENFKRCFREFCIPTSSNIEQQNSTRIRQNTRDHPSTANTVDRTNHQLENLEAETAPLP
Target sequence (P41143 whole entry, looked up): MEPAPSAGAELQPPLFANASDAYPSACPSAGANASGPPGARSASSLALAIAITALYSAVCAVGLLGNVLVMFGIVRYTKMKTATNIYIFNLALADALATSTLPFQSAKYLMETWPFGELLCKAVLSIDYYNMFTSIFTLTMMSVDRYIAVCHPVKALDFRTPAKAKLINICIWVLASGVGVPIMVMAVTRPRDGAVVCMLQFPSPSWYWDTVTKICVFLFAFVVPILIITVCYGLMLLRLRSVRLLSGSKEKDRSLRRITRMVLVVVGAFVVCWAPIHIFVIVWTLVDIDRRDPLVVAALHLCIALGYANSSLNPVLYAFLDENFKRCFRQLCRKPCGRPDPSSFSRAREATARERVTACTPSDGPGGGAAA
cardiac RTF act = cardiac RTF calcium sensitization; P19429+P45379; IANBD-labeled TnC RTF fluorescence at EC20 calcium; 0% EC20 calcium, 100% full calcium; activation, % at 7.2 µM; hit rate 0.24% among 340,000;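 active = activation above the mean over all tested compounds plus 3 SD, cut at about 30% in these data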;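 also: rise in fluorescence read as greater calcium sensitivity of cardiac thin filaments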
HTR5A ag = counter-screen for OPRM1-OPRD1 agonists: human HTR5A agonism | HTR5A agonist assay, luminescence, cell-based | activation, % at 9.3 µM | hit rate 0.61% among 340,000 | AID 504692; in the data active = activation mostly above about 9.5%, no sharp cut-off; inactive = mostly below about 7.6%;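 also: 0% = cells with vehicle only and 100% = reference agonist; strong numbers were not always called active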
HTR5A inv ctr = inverse agonist of human HTR5A in OPRM1-OPRD1 counter-screen; P47898; HTR5A cell line, luminescence, inverse agonism; inhibition, % at 9.3 µM; hit rate 0.083% among 340,000; in the data active = inhibition mostly above about 23%, no sharp cut-off; inactive = mostly below about 18%;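 also: 0% = cells with DMSO and 100% = no-cell wells with DMSO; some compounds called inactive have numbers as strong as hits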
CAL PDZ FP = inhibitors of human CAL PDZ peptide binding; Q9HD26; purified CAL PDZ, TMR-peptide fluorescence polarization, 1 h; inhibition, % at 24.9 µM; hit rate 0.92% among 300,000;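 active = mean inhibition of at least 30% with at least half of replicates also reaching 30%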;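 also: 0% = DMSO neutral control and 100% = excess unlabeled competitor peptide PRC23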
V-ATPase pHluor = regulators of yeast V-ATPase proton transport. S. cerevisiae, pHLuorin cytosolic pH fluorescence. response, % at 10 µM. hit rate 0.37% among 350,000. AID 504577; in the data active = response mostly above about 7.3%, no sharp cut-off; inactive = mostly below about 5.4%; also: actives read high; inactives centre near 0; some compounds called inactive have numbers as strong as hits; reference of the scale not given here
OPRM1-OPRD1 ag = agonists of human mu-delta opioid receptor heterodimerization. activation, % at 9.3 µM. hit rate 0.3% among 340,000. cells, OPRM1-OPRD1 heterodimerization, luminescence. P35372+P41143; in the data active = activation above about 18%;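 also: 0% = vehicle-treated cells and 100% = reference agonist; values of inactives mirror those of a sister screen read the other way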
Keap1-Nrf2 PPI = Keap1-Nrf2 (human) interaction inhibition; Q14145; Keap1 Kelch-Nrf2 peptide fluorescence polarization, 1536-well; inhibition, % at 9.4 µM; hit rate 0.15% among 340,000; AID 504523; in the data active = inhibition above about 12%;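 also: human Keap1 Kelch domain with fluorescein labeled Nrf2 9mer peptide probe; 0% = neutral control wells and 100% = peptide positive control; higher means more block of Keap1 binding to Nrf2 peptide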
C-LANA FP = inhibitors of KSHV LANA C-terminal domain DNA binding | inhibition, % at 9 µM | MBP-C-LANA/FAM-LBS DNA binding, fluorescence polarization | hit rate 0.078% among 340,000;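 active = highest replicate inhibition at or above 60% at 9 µM, even if other replicates fall short; inactive = all replicates below 60% inhibition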;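 also: 0% = neutral control wells and 100% = 4 µM acridine orange control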
Cardiac RTF inh = cardiac RTF calcium desensitization | IANBD-labeled cardiac RTF, Ca2+ fluorescence | hit rate 0.12% among 340,000 | P19429+P45379 | inhibition, % at 7.15 µM;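 active = inhibition above the mean inhibition of all tested compounds plus 3 SD, cut at about 17% in these data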;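 also: assay run at fixed EC70 calcium of 1.6 mM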
The depositor's hits bear a star; x = no result given.

Each structure is followed by: MOR-DOR inv ag, cardiac RTF act, HTR5A ag, HTR5A inv ctr, CAL PDZ FP, V-ATPase pHluor, OPRM1-OPRD1 ag, Keap1-Nrf2 PPI, C-LANA FP, Cardiac RTF inh
[1] COc1ccc(C)cc1NC(=O)COC(=O)c1ccc2c(c1)OCO2
→ -39, -6, 8, -29, x, 0, 7.4, -4, 0.4, 2
[2] O=C(C1CCN(CC2CCCCC2)CC1)N1CCCC1
→ 4, 2, 0, 12, -5, -1, -0.8, 2, 0.8, 5
[3] CCN(CC)S(=O)(=O)c1ccc(C(=O)NCCN2C(=O)S/C(=C\c3cccnc3)C2=O)cc1
→ 14, 7, 1, -2, -2, 4, -2.9, -4, 0.0, -14
[4] CCOC(=O)c1c2c([nH]c(=S)c1C#N)CCCC2
→ 9, 2, -5, -6, -1, 2, -1.9, -1, -0.6, -12
[5] O=C(CN1CCN(c2ccccc2F)CC1)c1ccc(O)c(O)c1
→ 18, 5, 2, -7, -3, 1, -4.1, -2, 9.3, -1
[6] Cc1ccc(NC(=O)CCS(=O)(=O)c2ccc3nc(C)sc3c2)cc1
→ 18, -2, -6, 15, -1, 2, -3.6, 0, -0.8, 2
[7] COc1ccc(N2C(=O)c3cc4ccccc4cc3C2=O)cc1
→ 4, 11, -3, 13, 0, 1, -0.8, -2, -0.1, -6
[8] Cc1csc(NC(=O)CSc2ccc(-c3ccccn3)nn2)n1
→ 8, 0, 2, -2, 11, -5, -1.6, -2, 0.5, -6
[9] CC(=O)c1cnc2ncnn2c1C
→ 15, 12, -2, 5, -5, 1, -3.0, -1, 0.2, -4
[10] Cc1ccc(NS(=O)(=O)c2ccc3c(c2)c(=O)n(C)c(=O)n3C)cc1F
→ 5, 2, -1, -6, -2, 1, -1.0, 1, -0.4, -6
[11] O=C(NCC(c1ccco1)N1CCN(c2ccccc2)CC1)c1cccs1 (configuration not stated)
→ -18, 2, 1, -3, -5, 1, 2.8, 3, 1.1, -2
[12] CC(C)CN(CC(C)C)S(=O)(=O)c1cc([N+](=O)[O-])ccc1N1CCCCCC1
→ 13, -3, -5, -13, 2, -2, -2.3, -5, -0.5, -7
[13] Oc1ccc(C(c2nnnn2C2CCCC2)N2CCc3ccccc3C2)cc1 (configuration not stated)
→ -2, 4, -3, -3, 3, 1, 0.4, -11, -1.4, -4
[14] Cc1oc(-c2cccc(Cl)c2)nc1CN(C)C1CCOC1 (configuration not stated)
→ 31, 3, -3, -14, -9, 0, -6.6, -3, 0.1, -29
[15] O=C(N/N=C/c1ccc(OCc2ccc(F)cc2)cc1)c1ccccc1
→ -24, 6, 0, 1, 5, -1, 5.1, -3, 2.0, -16
[16] CNC(=O)/C(=C\c1ccc2c(c1)OCO2)NC(=O)c1ccc(Br)cc1
→ 9, 1, 1, 0, -2, -1, -1.9, -1, -1.1, 9
[17] Cc1cc(N)ncc1[N+](=O)[O-]
→ 14, -2, 2, -6, 2, -1, -3.2, 1, 2.6, -4
[18] O=C(NCCc1ccccc1F)C1CCCN1S(=O)(=O)c1ccc2ccccc2c1 (configuration not stated)
→ 11, 0, 4, 10, -4, 0, -2.1, 0, 0.8, -3
[19] OC(COc1cccc2ccccc12)CN1CCCC1 (configuration not stated)
→ -19, 5, 1, 6, -2, -3, 3.2, -6, -2.3, 0
[20] CCC(C(=O)NC1CCCC1)N(C(=O)Cn1nnc(-c2ccc(C)o2)n1)c1ccc(F)cc1 (configuration not stated)
→ -13, 0, 0, -8, -6, -2, 1.8, 1, 0.0, 4
[21] O=c1c(O)c(-c2ccc(O)c(O)c2)oc2cc(O)ccc12
→ 8, 0, 6, 16, 2, -2, -1.6, 2, 33, -8
[22] CCN(CC)CCN(Cc1cc2ccc(C)cc2[nH]c1=O)C(=O)Nc1ccc(Cl)cc1
→ 1, -2, -1, 3, -2, -2, -0.2, 0, -1.5, 4
[23] CCn1cc(/C=C(\NC(=O)c2ccc(OC)c(OC)c2)C(=O)N2CCOCC2)c2ccccc21
→ 15, 0, 1, -2, -5, -2, -2.9, 2, -1.6, -9
[24] CC(C)OC(=O)c1cc(NC(=O)c2nn(C)cc2Br)cc(C(=O)OC(C)C)c1
→ -16, 0, -6, 20, -2, -4, 3.3, -3, -0.5, -19
[25] O=C(COC(=O)c1cc([N+](=O)[O-])ccc1NCCO)Nc1ccc2c(c1)OCO2
→ 1, -5, -5, 12, -3, -2, -0.2, 0, -0.5, -8
[26] Cc1nnc2c3ccccc3c(Cl)nn12
→ 10, 2, 0, -4, x, 0, -1.9, 3, -1.2, -1
[27] Cn1c(SCC(=O)NC2CCCc3ccccc32)nnc1C1CC1 (configuration not stated)
→ -1, 4, 3, -9, x, 6, 0.1, 0, 0.8, -1
[28] NC(=S)NCc1cccnc1
→ 12, -3, 5, -13, -2, -8, -2.5, 0, 0.6, -8
[29] CN(CCCC(=O)NCCc1ccccc1)S(=O)(=O)c1ccc([N+](=O)[O-])cc1
→ -27, 2, 4, -12, -17, -1, 5.2, 3, 0.3, -15
[30] Nc1cccc(/C=C/C(=O)O)c1
→ 19, 0, -1, 3, -3, 1, -3.7, -4, 3.2, -3
[31] CCOCCCNC(=O)C(NC(=O)CNC(=O)c1ccccc1)c1ccc(C)cc1 (configuration not stated)
→ 10, 4, -4, 11, 5, -2, -1.7, 2, -3.4, 4
[32] FC(F)(F)c1ccccc1CN1CCC(Cc2ccccc2)CC1
→ -8, -2, 0, 9, 4, 5, 1.5, -2, -1.0, -8
[33] O=C1COc2ccc(S(=O)(=O)Nc3cccc(Cl)c3)cc2N1
→ 3, 4, -2, 1, -1, 0, -0.5, 4, 0.3, 1
[34] O=c1c(Cl)c(NCc2ccc(F)cc2)cnn1C12CC3CC(CC(C3)C1)C2
→ -4, 1, 1, -6, x, 3, 0.7, -4, 0.8, -9
[35] CS(=O)(=O)c1ccccc1C(=O)N(CCC1=CCCCC1)c1c(N)n(Cc2ccccc2)c(=O)[nH]c1=O
→ 9, 5, 3, -7, -2, 0, -1.4, -3, -0.6, -12
[36] Cc1ccc(C(=O)N2NC(c3ccc(F)cc3)C3C(=O)N(c4ccc(C)cc4)C(=O)C32)cc1 (configuration not stated)
→ -21, 13, 6, -16, x, -1, 4.0, -3, -1.0, -6
[37] Cc1cccc(NS(=O)(=O)c2ccc(C(=O)N3CC(C)OC(C)C3)cc2)c1C (configuration not stated)
→ 13, -1, 14, 0, 0, 3, -2.1, 0, 1.4, -1
[38] O=C(Nc1nncs1)c1ccccc1Br
→ -6, -2, 3, -8, -2, -3, 1.4, -3, -1.5, 0
[39] C=CCc1cc(/C=C2/NC(=S)NC2=O)cc(OC)c1O
→ 21, 0, -10, 25, -2, 6, -4.3, -2, 2.9, -7
[40] CCc1ccc(C(=O)C(C)OC(=O)Cn2[nH]c(=O)c3ccccc3c2=O)cc1 (configuration not stated)
→ -2, 1, -1, 4, 0, 0, 0.6, -5, 0.3, -4
[41] COc1ccc2[nH]cc(C(=O)NCCc3ccccc3)c(=O)c2c1
→ 5, -1, 0, 2, -1, 2, -1.1, 2, 1.0, -1
[42] CCOC(=O)c1c(C)[nH]c(C)c1C(=O)COC(=O)c1ccc(Cl)c(S(=O)(=O)NCc2ccccc2)c1
→ 5, -4, 1, 16, -3, -2, -1.0, -9, 3.1, 5
[43] O=C(O)c1ccc(-n2c(O)c(C=C3N=c4ccccc4=N3)sc2=S)cc1
→ 2, -6, -1, -15, 10, -4, -0.5, -2, -0.3, -11
[44] CCOC(=O)N1CCN(S(=O)(=O)c2ccc(F)c(C(=O)Nc3cccc(Cl)c3C)c2)CC1
→ 13, -8, 0, -1, 1, -2, -2.6, -2, -1.1, 13
[45] CC1(C)N=C(c2ccccn2)C(C)(C)N1O
→ -4, 9, 2, 7, -1, 2, 0.8, 0, 0.4, -14
[46] Cc1ccc(NC(=O)COC(=O)C2COc3ccccc3O2)cc1 (configuration not stated)
→ 5, 0, 0, -1, -2, 6, -1.1, -6, -1.5, -9
[47] O=S(=O)(c1ccc(F)cc1)c1nc(-c2ccco2)oc1Nc1ccccc1
→ 9, -4, -3, 8, 0, 0, -1.9, 1, 2.9, -1
[48] CCOC(=O)c1cc2ccc(OC(=O)c3ccco3)cc2oc1=O
→ 1, 0, 2, -15, x, 1, -0.1, -7, 0.9, -5
[49] CCn1c(CCn2c3ccccc3c3ccccc32)n[nH]c1=S
→ 10, -8, -1, -20, -2, 1, -1.9, -6, 0.1, 2
[50] CCOc1cc(/C=C/C(=O)OCC(=O)NCc2ccco2)cc(Cl)c1OC
→ -1, -5, 2, -5, -2, -3, 0.2, -2, 0.6, -1
[51] COc1ccc(C(=O)N2CCSCC2)cc1OC1CCN(C(C)=O)CC1
→ 9, 2, 0, -34, 0, -3, -1.2, -4, 0.7, -2
[52] O=C(CCCN1C(=O)c2cccc3cccc(c23)C1=O)N1CCN(Cc2ccc3c(c2)OCO3)CC1
→ 0, -4, 2, -6, -5, 0, 0.1, 3, -0.4, -3
[53] O=[N+]([O-])c1ccc(SCc2ccncc2)nc1
→ 4, -4, 2, -7, 4, 0, -0.9, -5, -3.5, -4
[54] COc1ccc2cc(/C(C)=N/NC(=O)c3cc(-c4cccnc4)nc4ccccc34)ccc2c1
→ 6, 0, 4, -8, -1, -4, -1.0, -1, -2.8, 14
[55] O=S(=O)(c1ccc(-c2nnco2)cc1)N1CCCCC1
→ 3, -3, -3, 8, 3, 10, -0.5, 2, -2.1, -5
[56] COC(=O)c1ccc(NC(=O)CSc2nnnn2C2CCCCC2)cc1
→ -5, 2, -1, -25, -2, -1, 0.9, 2, 0.0, 14
[57] COCCCN(C(C)=O)c1nc(-c2ccc(OC)cc2)cs1
→ 17, -3, 1, 0, x, -4, -3.7, 1, -1.2, -4
[58] CCCn1c(N)c(C(=O)CSc2nc3ccccc3c(=O)n2Cc2ccccc2)c(=O)[nH]c1=O
→ 6, 6, -4, -12, -6, -3, -1.2, -4, -2.0, -11

Three entries from above, sorted by the number in MOR-DOR inv ag, falling:
No. | compound | MOR-DOR inv ag | CAL PDZ FP | V-ATPase pHluor | OPRM1-OPRD1 ag | Keap1-Nrf2 PPI | C-LANA FP
44 | CCOC(=O)N1CCN(S(=O)(=O)c2ccc(F)c(C(=O)Nc3cccc(Cl)c3C)c2)CC1 | 13 | 1 | -2 | -2.6 | -2 | -1.1
26 | Cc1nnc2c3ccccc3c(Cl)nn12 | 10 | x | 0 | -1.9 | 3 | -1.2
51 | COc1ccc(C(=O)N2CCSCC2)cc1OC1CCN(C(C)=O)CC1 | 9 | 0 | -3 | -1.2 | -4 | 0.7

Compound activity as filed in PubChem BioAssay.
